High-throughput results: PubChem, Broad Institute
CaV13 FRET inh: Primary screen for inhibitors of IQ motif and Ca2+-dependent inactivation inhibitor domain binding in CACNA1D, Förster resonance energy transfer in living cells, … | HEK cells, CFP/YFP FRET ICDI-IQ, plate reader, 10 min; percent FRET-ratio fall versus neutral wells | inhibition, % at 12.3 µM | 0.098% of 340,000 active;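 active = mean replicate inhibition of at least 30% and at least 1% of replicates passing that level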;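 note: 0% = median of the neutral control wells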
* marks the source's active call; other numbers are inactive results. Only part of the results is shown (hit frequency here may not be typical).

> Cc1cc2c(c(=O)o1)[C@@]1(C(=O)N(C)c3ccccc31)C1=C(CCCC1=O)O2
  CaV13 FRET inh = -8
> COc1cc2c(c(OC)c1OC)C1(CCCCC1)CC2NC(=O)c1ccncc1 (stereo not given)
  CaV13 FRET inh = -10
> OC(c1ccccc1)(c1ccccc1)C1CCN(CCCOc2cccc(F)c2)CC1
  CaV13 FRET inh = -10
> CCCCCCCCN1C(=O)[C@@H](CC(=O)N2CCN(C(=O)OCC)CC2)C[C@@]2(C(=O)OC)C1=C[C@H](C(C)(C)C)O[C@@H]2C
  CaV13 FRET inh = -8
> CC1(C)Cc2c(sc3c2c(N)nc(=S)n3Cc2ccccc2)CO1
  CaV13 FRET inh = -4
> O=C(C(=O)N1CCC(CNS(=O)(=O)c2ccc(C(F)(F)F)cc2)CC1)c1cccs1
  CaV13 FRET inh = -8
> O=C(N[C@H](C(=O)N1CCC[C@H]1C(=O)NC1CCCC1)C1CCCCC1)C1CC1
  CaV13 FRET inh = -9
> OC(c1ccccc1)(c1ccccc1)C1CCN(CCCOc2ccc(-c3ccncc3)cc2)CC1
  CaV13 FRET inh = -10
> Cc1cccc(Cl)c1NC(=O)N(C)c1ccccc1
  CaV13 FRET inh = -3
> COC(=O)[C@]12C[C@H](CC(=O)N3CCN(C(=O)c4ccco4)CC3)C(=O)N(Cc3ccccc3)C1=C[C@H](C1CCCC1)O[C@@H]2C
  CaV13 FRET inh = -10

Reprinted at random: two compounds from above
> COC(=O)[C@]12C[C@H](CC(=O)N3CCN(C(=O)c4ccco4)CC3)C(=O)N(Cc3ccccc3)C1=C[C@H](C1CCCC1)O[C@@H]2C
  CaV13 FRET inh = -10
> O=C(N[C@H](C(=O)N1CCC[C@H]1C(=O)NC1CCCC1)C1CCCCC1)C1CC1
  CaV13 FRET inh = -9

(list continues)
> COC(=O)C1=C(C)N(C)C(=NCc2cccc(C(F)(F)F)c2)NC1c1ccc(Cl)cc1 (stereo not given)
  CaV13 FRET inh = -4
> C[C@@H]1CN([C@@H](C)CO)C(=O)CCCn2nncc2CO[C@H]1CN(C)CC1CC1
  CaV13 FRET inh = -5
> CN[C@H]1C[C@H]2c3[nH]c4c(-c5ccc6c(c5)OCO6)cccc4c3CCN2C(=O)[C@H]1[C@H](C)O
  CaV13 FRET inh = -4
> O=S(=O)(c1cccs1)N1CCCc2nc(-c3ccc(Br)cc3)ccc21
  CaV13 FRET inh = -9
> COC(=O)C1=C(C)N(Cc2ccccc2C(F)(F)F)C(=NCc2ccc3c(c2)OCO3)NC1c1ccc(Cl)cc1 (stereo not given)
  CaV13 FRET inh = -3
> Cc1onc(-c2c(F)cccc2Cl)c1C(=O)Nc1cccc(S(=O)(=O)N2CCCCC2)c1
  CaV13 FRET inh = -2
> CCn1cc(C(=O)Nc2ccc(Oc3cccnc3)cc2)c2ccccc21
  CaV13 FRET inh = -4
> NC(=O)c1ncn([C@@H]2O[C@H](C(=O)N[C@H](Cc3c[nH]c4ccccc34)C(=O)N3CCN(C(=O)C4CC4)CC3)[C@@H](O)[C@H]2O)n1
  CaV13 FRET inh = -9
> COc1ccc(CNS(=O)(=O)c2ccccc2Br)c(OC)c1
  CaV13 FRET inh = -6
> c1ccc(Cn2c(-c3cccs3)nc3nc4ccccc4nc32)cc1
  CaV13 FRET inh = -5

> Cc1noc(C)c1S(=O)(=O)N1CCCc2nc(-c3ccc(Br)cc3)ccc21
  CaV13 FRET inh = -5
> CC(C)CC(NC(=O)OCc1ccccc1)C(=O)NCC(=O)NCC(=O)OCc1ccccc1 (stereo not given)
  CaV13 FRET inh = -4
> NC(=O)c1ncn([C@@H]2O[C@H](C(=O)N3CCN(Cc4ccccn4)CC3)[C@@H](O)[C@H]2O)n1
  CaV13 FRET inh = -4
> COc1ccc(C(=O)c2[nH]c(N)c(C(=O)c3c[nH]c4ccccc34)c2-c2ccc(F)c(OC)c2)cc1
  CaV13 FRET inh = -17
> Cc1cccnc1N=O
  CaV13 FRET inh = -5
> O=C1c2ccccc2NC(c2cc(Cl)cc(Cl)c2O)N1CCc1ccccn1 (stereo not given)
  CaV13 FRET inh = -13
> C=CCCC1CN(Cc2ccc(OC)cc2)S(=O)(=O)c2c(F)cccc2O1 (stereo not given)
  CaV13 FRET inh = -5
> COC(=O)[C@]12C[C@H](CC(=O)NCc3cccc4ccccc34)C(=O)N(Cc3ccccc3)C1=C[C@H](C(C)C)O[C@@H]2C1CC1
  CaV13 FRET inh = -8
> CCOC1=C2[C@H](c3ccccc3)N(S(=O)(=O)c3ccc(C)cc3)[C@H](C(C)C)[C@H]2C(C#N)(C#N)C(C#N)(C#N)C1
  CaV13 FRET inh = -4
> CN1CCCc2nc(-c3ccccc3)ccc21
  CaV13 FRET inh = -4

> O=C(OCCCOC(=O)c1ccccc1O)c1ccccc1O
  CaV13 FRET inh = -2
> CCCc1cc(SCC(=O)Nc2c(C)n(C)n(-c3ccccc3)c2=O)n2c(nc3ccccc32)c1C#N
  CaV13 FRET inh = -6
> C[C@@H]1NS(=O)(=O)c2ccc(F)cc2O[C@@H]1c1ccccc1
  CaV13 FRET inh = -7
> OC(c1ccccc1)(c1ccccc1)C1CCN(CCCOc2cccc(C(F)(F)F)c2)CC1
  CaV13 FRET inh = -9
> CCOC(=O)c1cnc(SCc2nc(N)nc(Nc3ccccc3OC)n2)nc1N
  CaV13 FRET inh = -5
> COC(=O)[C@]12C[C@H](CC(=O)NCc3cccc(C(F)(F)F)c3)C(=O)N(Cc3ccccc3)C1=C[C@H](C(C)C)O[C@@H]2C1CC1
  CaV13 FRET inh = -4
> O=[N+]([O-])c1cc([N+](=O)[O-])c2cccnc2c1O
  CaV13 FRET inh = -19
> COC(=O)[C@@]1(Cc2ccc(F)cc2)[C@H]2c3cc(C(=O)N(C)C)n(CCSCCO)c3C[C@H]2CN1C(=O)c1ccccc1
  CaV13 FRET inh = -7
> O=C(N[C@H](Cc1ccccc1)C(=O)NCc1cccc2ccccc12)[C@H]1O[C@@H](n2ccc(=O)[nH]c2=O)[C@H](O)[C@@H]1O
  CaV13 FRET inh = -3
> COC(=O)C1=C(C)N(C)C(=NCc2ccc3c(c2)OCO3)NC1c1ccc(C(F)(F)F)cc1 (stereo not given)
  CaV13 FRET inh = -5

2 neighbouring compounds from above, for reference:
> Cc1cccnc1N=O
  CaV13 FRET inh = -5
> O=C1c2ccccc2NC(c2cc(Cl)cc(Cl)c2O)N1CCc1ccccn1 (stereo not given)
  CaV13 FRET inh = -13

The list continues:
smiles | CaV13 FRET inh
CC(C)=CCCC1=CC[C@H]2[C@@H](C1)C(C(C)C)=CC(=O)[C@@]2(C)O | -10
O[C@@H](Cc1ccccc1)[C@@H](/C=C/c1ccccc1)N(Cc1ccccc1)Cc1ccccc1 | -3
COc1ccc2c(c1)c1nc3n(c(=O)c1n2CC(=O)Nc1cc(C)[nH]n1)CCS3 | -2
CC(C)c1[nH]nc2c1C(c1ccccc1)NC2=O (stereo not given) | -3
O=C(/C=C(\Nc1cc(Cl)c(Cl)c(Cl)c1)c1ccccc1)c1ccccc1 | -4
COc1cc(C2C(C(=O)c3ccco3)=C(O)C(=O)N2c2cc(C)on2)ccc1OCc1ccccc1 (stereo not given) | -3
CCOC(=O)CNC(=O)N(C)[C@H]1C[C@H]2c3[nH]c4c(-c5ccc6c(c5)OCO6)cccc4c3CCN2C(=O)[C@H]1[C@H](C)O | -3
COC(=O)c1cc2c(c3c4cc(OC)ccc4n(S(=O)(=O)c4ccc(F)cc4)c13)C(=O)N(CC(C)C)C2 | -4
CCN(CC)CCCNC(=S)N(Cc1ccco1)Cc1cc2cc3c(cc2[nH]c1=O)OCCO3 | -2
OCC[C@@H]1C[C@H](O)[C@@H](O)[C@@]2(OCCc3cc(C(F)(F)F)ccc32)O1 | -3
S=C(SCc1cc(Cl)cc2c1OCOC2)N1CCSCC1 | -4
CC1(C)OC(=O)C2=C(CC(CCc3ccccc3)OC2c2ccc(Cl)c(Cl)c2)O1 (stereo not given) | -11
COCCN(CCOC)C(=O)[C@@H](Cc1ccccc1)NC(=O)[C@H]1O[C@@H](n2ccc(N)nc2=O)[C@H](O)[C@@H]1O | -4
CCCCCCCCN1C(=O)[C@@H](CC(=O)N2CCOCC2)C[C@@]2(C(=O)OC)C1=C[C@H](C(C)(C)C)O[C@@H]2C | -9
CN(C)S(=O)(=O)c1ccc(NC(=S)NC(=O)c2ccc(Br)o2)cc1 | -5
NC(=O)c1ncn([C@@H]2O[C@H](C(=O)N[C@H](Cc3c[nH]c4ccccc34)C(=O)N3CCN(C(=O)N4CCCCC4)CC3)[C@@H](O)[C@H]2O)n1 | -5
Cc1ccc(C2c3c(n[nH]c3C(C)C)C(=O)N2c2ccccc2)cc1 (stereo not given) | -4
Cc1[nH]c(=O)[nH]c(=O)c1CCSSCCc1c(C)[nH]c(=O)[nH]c1=O | -12
COc1ccc2[nH]cc(C(=O)CN3CCN(C/C=C/c4ccccc4)CC3)c2c1 | -5
COc1ccc(C(=O)NCC2CCN(C(=O)C(=O)c3cccs3)CC2)c(OC)c1 | -10
O=C1CC(c2ccc(Cl)cc2)CC(O)=C1C=NCCN1CCNCC1 (stereo not given) | -4
O=S(=O)(NCc1ccc(Cl)c(Cl)c1)c1cc(Cl)ccc1N1CC[C@@H](O)C1 | -3
CC(C)NC(=O)N(C)C[C@H]1OCc2cn(nn2)CCCC(=O)N([C@H](C)CO)C[C@@H]1C | -5
NNC(=O)c1ccc(NS(=O)(=O)c2ccc(Br)cc2)cc1 | -3
CC(NC(=O)Cc1ccccc1[N+](=O)[O-])c1ccccc1 (stereo not given) | -5
CCCCCCN(C(=O)CCCCCN1C(=O)NC(c2ccc(-c3ccccc3)cc2)C(C(=O)OCc2ccccc2)=C1C)C(C)C(=O)NCCCC (stereo not given) | -11
Cc1ccc(S(=O)(=O)N2CC3=C(c4ccccc4)CC4(C)C(=O)C(C)(C)CC4=C3C2)cc1 (stereo not given) | -5
Cc1ccccc1CN1[C@@H](C)[C@H](c2ccccc2)Oc2cccc(N3CCCC3)c2S1(=O)=O | -5
Cc1ccc2nc(-c3cccc(Br)c3)c(Cc3ccsc3)n2c1 | -10
O=C(CC(=O)N/N=C/c1c(F)cccc1Cl)NCc1ccccc1 | 4
O=S(=O)(NCc1ccc(Cl)cc1)c1ccc(Br)cc1C1CC[C@@H](O)C1 (stereo not given in full) | -4
Cc1cc(C)c(NC(=O)c2sc3nc(C)[nH]c(=O)c3c2C)c(C)c1 | -5
Cc1cc(-c2cc(NC(=O)Cc3c(C)[nH]c4ccccc34)ccc2Nc2cccnc2)ccc1F | -2
O=C(c1cccs1)N(CCO)Cc1cc2cc3c(cc2[nH]c1=O)OCCO3 | -5
Cc1nn(-c2ccccc2)nc1C(=O)Nc1ccccc1C(=O)NCC1CC1 | -5
CCN(Cc1cc2ccc(C)cc2[nH]c1=O)C(=O)c1ccncc1 | -5
C[C@@H]1CN(c2ccc(N3CCN(C(=O)OC(C)(C)C)C[C@H]3C)cc2C#N)C[C@H](C)O1 | -4
COc1ccc2cc(C(=O)CS(=O)(=O)c3ccc(Cl)cc3)c(=O)oc2c1 | -10
O=C(NCC1CCN(C(=O)C(=O)c2cccs2)CC1)c1ccc2c(c1)CCO2 | -9
O=C(NCC1CCN(C(=O)C(=O)c2cc3ccccc3o2)CC1)c1ccc2c(c1)OCCCO2 | -9
C[C@H](CO)N1C[C@H](C)[C@H](CN(C)C(=O)Nc2cccc3ccccc23)Oc2ncc(Br)cc2C1=O | -5
CCCCNC(=O)C[C@H]1C[C@@]2(C(=O)OC)C(=C[C@H](C3CCCC3)O[C@@H]2C)N(Cc2ccccc2)C1=O | -8
COC(=O)C1=C(C)N(C)C(=NCc2ccc3c(c2)OCO3)NC1c1ccc(F)cc1 (stereo not given) | -3
C[C@H](CO)N1C[C@H](C)[C@@H](CN(C)C(=O)Nc2ccc(-c3cccs3)cc2)OCc2cn(nn2)CCCC1=O | -6
CCC(c1nc2ccccc2[nH]1)n1c(-c2ccc3cc[nH]c3c2)nc2ccccc21 (stereo not given) | -9
CCOCCCNC(=O)Cc1ccc(F)cc1 | -4
O=C(NCC1CCN(C(=O)C(=O)c2cccs2)CC1)c1ccc2ccccc2c1 | -9
COC(=O)C1=C(COc2ccccc2)NC(=O)NC1c1ccc(Cl)cc1 (stereo not given) | -5
COC(=O)c1cc2c(c3c4cc(OC)ccc4n(S(=O)(=O)c4ccc(OC)cc4)c13)C(=O)N(Cc1ccccc1OC)C2 | -5
COc1cccc(CNC(=O)[C@H]2CCCN2C(=O)[C@H]2CCCN2C(=O)c2c(F)cccc2F)c1 | -4

Exported with the structure last: 6 of the compounds above.
CaV13 FRET inh | SMILES
-2 | Cc1cc(-c2cc(NC(=O)Cc3c(C)[nH]c4ccccc34)ccc2Nc2cccnc2)ccc1F
-5 | C[C@H](CO)N1C[C@H](C)[C@H](CN(C)C(=O)Nc2cccc3ccccc23)Oc2ncc(Br)cc2C1=O
-5 | O=C(c1cccs1)N(CCO)Cc1cc2cc3c(cc2[nH]c1=O)OCCO3
-3 | COC(=O)C1=C(C)N(C)C(=NCc2ccc3c(c2)OCO3)NC1c1ccc(F)cc1 (stereo not given)
-4 | CCOCCCNC(=O)Cc1ccc(F)cc1
-10 | Cc1ccc2nc(-c3cccc(Br)c3)c(Cc3ccsc3)n2c1

(cont.)
smiles | CaV13 FRET inh
COc1cccc(NC(=O)N(C)C[C@H]2OCc3ccccc3-c3c(n(C)c4ccccc34)C(=O)N([C@H](C)CO)C[C@H]2C)c1 | -6
CCCCCCCCN1C(=O)[C@@H](CC(=O)NCc2cccc3ccccc23)C[C@@]2(C(=O)OC)C1=C[C@H](C(C)(C)C)O[C@@H]2C | -9
COc1cccc(C(=O)NCC2CCN(C(=O)C(=O)c3cc4ccccc4o3)CC2)c1 | -8
CCc1ncc(C)[nH]1 | -5
O=[N+]([O-])c1nccn1CC(O)CCN1CCOCC1 (stereo not given) | -11
C[C@H](c1ccccc1)N1C[C@@H](COCc2ccccc2)Oc2cccc(F)c2S1(=O)=O | -5
C/C(=N\O)c1oc2ccc3c(C)cc(=O)oc3c2c1C | -5
O=C1c2ccccc2/C(=C\c2ccc(O[C@@H]3CCCCO3)cc2)N1c1ccccc1 | -6
COC(=O)C1=C(C)N(C)C(=NCc2ccccc2)NC1c1ccccc1C(F)(F)F (stereo not given) | -4
COC(=O)C1=C(C)N(Cc2ccc(F)cc2)C(=S)NC1c1ccccc1 (stereo not given) | -3
